Screening results as filed in PubChem.
Pf growth 96h: P. falciparum growth inhibition at 96 hours; Potency, µM (top dose mostly 28.7 µM), for inactives: at the highest dose activity change, negative = inhibition, usual class: inhibitors; P. falciparum luciferase reporter growth, 96 h; AID 504834; 320,000 tested, 6.9% active
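Infected RBCs, 2% Hct / 0.05% parasitemia final; luciferase-reporter P. falciparum; cpd 96 h, 37 C, 5% CO2; luciferase detection reagent; luminescence.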
HCV inhibitor: blocks hepatitis C virus; Huh7.5.1 HCVcc-Cre infection, luciferase reporter, 44 h; Potency, µM (doses to about 41.8 µM), without a hit: at the highest dose activity change, negative = inhibition, usual class: inhibitors; 340,000 tested, 3.4% active
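Luciferase read-out (15 sec integration) after a 15 min room-temperature substrate step quantifies HCVcc-Cre infection. Cells, 1,000 per well, had compound added 4 h post-plating, then virus at ~0.5 moi, and were cultured 44 h.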
Pf growth 48h: inhibits P. falciparum growth in the first generation, 48 h; Potency, µM (series often up to 28.7 µM), without a hit: at the top dose activity change, negative = inhibition, hits mostly inhibitors; P. falciparum luciferase growth in erythrocytes, 48 h; 310,000 tested, 5.9% active; AID 504832
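Read-out is firefly luciferase luminescence from an integrated reporter in P. falciparum, so falling signal marks reduced parasite growth. Infected erythrocytes were at 2% hematocrit and 0.1% parasitemia (final) in Albumax-supplemented RPMI 1640.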
TbPYK inhibitor: inhibitors of Trypanosoma brucei pyruvate kinase; Q57TT1; TbPYK enzyme, Kinase-Glo Plus ATP luminescence, 45 min; Potency, µM (highest dose often 76.8 µM), without a hit: top-dose activity, negative = inhibition, hits mostly inhibitors; 410,000 tested, 0.12% active; AID 624173; note: nearly all actives have a fitted effect of over 50% in size
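In this concentration-response screen, enzyme-free wells defined baseline while DMSO plates tracked drift. Each reaction combined TbPYK, substrate, compound and 130 uM ADP for 45 min at room temperature. Kinase-Glo Plus luminescence gave the signal.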
LmPK inhibitor: blocks Leishmania mexicana pyruvate kinase activity | purified LmPK, Kinase-Glo ATP luminescence, 1 h | Q27686 | 290,000 tested, 0.37% active | Potency, µM (titrated, usually from 57.5 µM), without a hit: top-dose activity change, negative = inhibition, actives largely listed as inhibitors | AID 1721
Target sequence (Q27686 whole entry, looked up): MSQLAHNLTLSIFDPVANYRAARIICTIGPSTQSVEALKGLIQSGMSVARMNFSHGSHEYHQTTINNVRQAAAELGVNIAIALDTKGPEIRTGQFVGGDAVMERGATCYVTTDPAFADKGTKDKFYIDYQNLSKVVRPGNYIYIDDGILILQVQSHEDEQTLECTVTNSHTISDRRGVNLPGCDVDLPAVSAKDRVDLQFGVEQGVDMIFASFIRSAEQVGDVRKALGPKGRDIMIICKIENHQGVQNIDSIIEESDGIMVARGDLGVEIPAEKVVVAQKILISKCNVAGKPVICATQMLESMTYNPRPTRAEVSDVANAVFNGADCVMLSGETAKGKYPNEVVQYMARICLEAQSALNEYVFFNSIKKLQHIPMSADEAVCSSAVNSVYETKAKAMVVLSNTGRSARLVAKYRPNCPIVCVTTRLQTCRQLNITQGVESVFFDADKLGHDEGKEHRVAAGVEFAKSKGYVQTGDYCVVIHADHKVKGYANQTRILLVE
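Purified LmPK (0.1 nM) with 0.5 mM PEP and 0.1 mM ADP in imidazole buffer pH 7.2 with MgCl2/KCl, 1 h at room temperature. ATP formed was read by luciferase luminescence and normalized to no-enzyme and uninhibited controls.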
Sm TGR block: blocks Schistosoma mansoni thioredoxin glutathione reductase; purified TGR, DTNB reduction, TNB absorbance 405 nm; AID 485364; 360,000 tested, 3% active; Potency, µM (top dose mostly 114 µM), for inactives: at the highest dose activity change, negative = inhibition, most hits filed as inhibitors; Q962Y6; note: nearly all actives have a fitted effect of over 60% in size
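First, TGR (20 nM dispensed) and NADPH were mixed with compound. Second, a 15 min room-temperature incubation followed. Third, further NADPH and then DTNB were added to start the reaction. Finally, TNB absorbance was monitored kinetically.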
* marks the source's active call; other numbers are inactive results; ? = inconclusive; nt = no result given; & = joins results of further samples; [ ] = remark or other dose. Calls come from the whole dose curve; as a rule, active = well fitted curve in the direction sought with a large enough effect; inconclusive = small, poorly fitted or top-dose-only effect, or another doubt; inactive = no such curve, though single readings can be large; an effect the other way counts as inactive or inconclusive. % is set by controls: 0 for no effect and ±100 for the full control effect; potency is the fitted concentration of half-maximal effect. An unsorted share of the library; about 16% have a hit in one of these screens.

SMILES | Pf growth 96h | HCV inhibitor | Pf growth 48h | TbPYK inhibitor | LmPK inhibitor | Sm TGR block
O=C(NNC(=S)NC1CCCCC1)c1ccccc1Cl | 16% | 16% | ? | -9% | 4% | nt
COc1ccc2c(c1)c(CCN)c(C)n2Cc1ccccc1 | -22% | ? | ? | -1% | -3% | -29%
O=C(COC(=O)C1(c2cccc(F)c2)CCCC1)NCc1cccs1 | ? | ? | 0% | 2% | 10% | -3%
COc1ccccc1NC(=O)CCC(=O)Nc1nnc(C2CCCCC2)s1 | ? | 17% | 10% | 5% | -10% | -4%
CC1=CC(C)(C)N(C(=O)CNC2CCCC2)c2cc(C)ccc21 | 38%[activator] | -8% | ? | -5% | 1% | nt
Cc1ccc(-c2nc3ncccn3c2Nc2ccc3c(c2)OCCO3)o1 | ? | 10% | 5% | 2% | -4% | 50µM*
Cc1nn(C)cc1/C=N/NC(=O)Cn1nccc1C | 0% | 37%[activator] | 11% | -10% | -2% | -8%
O=C(/C=C/c1ccccc1[N+](=O)[O-])N1CCc2ccccc2C1 | ? | -3% | 42% | -11% | -9% | 3%
Fc1cc(Cl)ccc1NC1=NCCCCC1 | 14% | -2% | 19% | -6% | 3% | -16%
O=C(/C=C\Nc1ccc2c(c1)OCO2)c1ccc2c(c1)OCO2 | 24% | ? | 106%[activator] | -19% | ? | nt
O=C(Nc1ccccc1)N1CCCCC1c1cccnc1 (stereo not given) | nt | -1% | 11% | 1% | -2% | 31%[activator]
NC(=O)C1CCN(C(=O)/C(=C/c2ccco2)NC(=O)c2ccccc2)CC1 | -2% | 7% | 26% | 0% | -1% | -25%
CC(Sc1sc(=S)sc1SC(C)C(=O)O)C(=O)O (stereo not given) | ? | 18% | -1% | ? | -1% | -6%
Fc1cccc(NC(=S)NCCCN2CCOCC2)c1 | 131%[activator] | -5% | 6% | 4% | -8% | -36%
Cc1ccc(OCC(=O)Nc2nnc(C3CCCO3)s2)c(Br)c1 (stereo not given) | ? | ? | 12% | 5% | -1% | -25%
CC(C)(C)NC(=O)Cn1ccc(=N)c2ccccc21 | -98% | -12% | ? | -2% | 0% | 1%
COc1ccc(N2C(=NC(=O)C3CC3)SC3CS(=O)(=O)CC32)cc1Cl (stereo not given) | 16% | 14% | 4% | -1% | 6% | 3%
CC(C)C(C)NC(=O)COC(=O)c1cc(S(=O)(=O)N(C)C)ccc1N1CCCC1 (stereo not given) | 3% | nt | ? | nt | 1% | -8%
C/C(CC(=O)Nc1ccc(Cl)c(C(F)(F)F)c1)=N\NC(=O)c1cnccn1 | -8% | ? | ? | -3% | -2% | -1%
CCC(CC)C(=O)N1CC(=O)Nc2ccc(C)cc2C1c1ccccc1 (stereo not given) | ? | -5% | ? | -6% | 1% | 0%
Cc1cccc(-c2nnc(SCC(=O)Nc3cccc(C(=O)N4CCOCC4)c3)n2C)c1 | -14% | 12% | 4% | -7% | 1% | 0%
CCOc1ccc(-c2cc(N3C(=O)Nc4ccccc4N3O)n[nH]2)cc1 | 12% | -26% | 24% | -1% | -1% | -2%
CCOC(=O)c1ccc(NC(=O)c2ccc(C)c(S(=O)(=O)N3CCOCC3)c2)cc1 | 76% | 5µM* | nt | -16% | -1% | 8%
COc1ccc(CNC(=O)Cc2csc(NC(=O)Nc3ccccc3OC)n2)cc1 | ? | ? | -12% | 6% | nt | 0%
Cc1ccc(NC(=O)CCC(=O)NNC(=O)c2ccccc2)c(C)c1 | 0% | -27% | 19% | 0% | 2% | nt
CCOc1ccccc1N(CC(=O)Nc1ccc2c(c1)OCCO2)S(C)(=O)=O | 4.1µM* | 6% | -8% | 0% | 2% | 0%
CCCn1nc(C(=O)N2CC(=O)Nc3ccccc32)c2ccccc2c1=O | 87%[activator] | 4% | -18% | -10% | 0% | -4%
CC(Sc1nnc(Cn2c(=O)sc3ccccc32)n1C)c1ccccc1 (stereo not given) | -13% | -4% | -2% | -2% | 1% | 6%
CC(C)NC(=O)C1CCCN(c2nnc(-n3cccc3)s2)C1 (stereo not given) | 6% | 5% | nt | 2% | 2% | -28%
CC(C)N(C)CCOC(=O)/C=C/c1ccccc1 | 42%[activator] | 5% | 21% | -2% | 0% | 5%

Compound profiles (already shown). Values in the order: Pf growth 96h | HCV inhibitor | Pf growth 48h | TbPYK inhibitor | LmPK inhibitor | Sm TGR block
`NC(=O)C1CCN(C(=O)/C(=C/c2ccco2)NC(=O)c2ccccc2)CC1` across the screens: -2% | 7% | 26% | 0% | -1% | -25%
`O=C(COC(=O)C1(c2cccc(F)c2)CCCC1)NCc1cccs1` across the screens: ? | ? | 0% | 2% | 10% | -3%

(next part)
SMILES | Pf growth 96h | HCV inhibitor | Pf growth 48h | TbPYK inhibitor | LmPK inhibitor | Sm TGR block
COc1cc2c(cc1OC)-c1c3c(cc4c1[C@@H](C2)N(C)CC4)OCO3 | ? | ? | ? | -4% | 3% | -15%
Cc1cc(C)cc(N(CC(=O)NC2CCCC2)C(=O)CCC(=O)Nc2nc(C)cs2)c1 | 19% | ? | ? | 1% | -1% | 6%
N#C/C(=C\c1ccc2c(c1)OCCO2)C(=O)Nc1nccs1 | 5% | 6% | 0% | -1% | -3% | 2%
COc1ccc(C(=O)N2CCCC(C(=O)N3CCN(c4ccccc4)CC3)C2)cc1 (stereo not given) | -2% | 12% | -4% | 5% | -1% | -1%
C/C(CC(=O)Nc1ccc2c(c1)OCCO2)=N\NC(=O)c1ccccn1 | 27% | 4% | 146%[activator] | 0% | -2% | -6%
O=C1CCNc2ccc(-c3ccccc3)cc21 | -6% | ? | 60%[activator] | 3% | 0% | -17%
Cc1ccc2c(c1)nnn2C1CCN(C(=O)c2ccccc2F)CC1 | 26% | 4% | 0% | -2% | 4% | 5%
COCCN1C(=O)c2ccccc2C(C(=O)NCCCN2CCCC2=O)C1c1c[nH]c2ccccc12 (stereo not given) | nt | 10% | -18% | -3% | -2% | -4%
Cc1ccc(CN2C(=O)C(C)Oc3ccccc32)cc1 (stereo not given) | -25% | 7% | 20% | 1% | 5% | 4%
O=C1CCCC(O)=C1N=Nc1ccc(S(=O)(=O)N2CCOCC2)cc1 | 0% | -5% | -3% | -12% | -1% | 45µM*
CC(=O)c1sc(NC(=O)C2CSC3(C)CCC(=O)N23)nc1-c1ccccc1 (stereo not given) | 19% | 1%[8.37 µM] | 5% | 2% | nt | 3%
Oc1ccc(/C=N/N2CCCCC2)c(O)c1O | 15% | 9% | -14% | ? | -11% | 35µM*
Cn1c(=O)c2c(nc(Cl)n2Cc2ccncc2)n(C)c1=O | nt | 3% | 18% | 2% | 2% | 2%
COc1ccccc1CNC(=O)CC1Sc2ccccc2NC1=O (stereo not given) | ? | 12% | 18% | -3% | 0% | -1%
CC(C(=O)Nc1ccccc1F)N1CCN(C)CC1 (stereo not given) | 33%[activator] | nt | 20% | nt | -1% | -30%
CC(C)(C)c1ccc2c(c1)N(CC(=O)N1CCOCC1)C(=O)CO2 | ? | nt | -13% | 1% | 1% | 6%
COc1cccc(-c2ccc(NC(=O)C3CCCN(Cc4cc(C)[nH]n4)C3)cc2)c1 (stereo not given) | 20% | ? | ? | -3% | 0% | 1%
COc1ccc(C2=NOC(C(=O)Nc3ccc4c(c3)OCO4)C2)cc1 (stereo not given) | ? | -4% | -15% | -12% | -6% | -28%
CCOc1ccc(OCCCC(=O)NCCOc2ccccc2OC)cc1 | ? | -6% | 23% | 0% | -1% | 6%
CCOC(=O)c1sc(CS(=O)(=O)c2ccc(Cl)cc2)nc1C | 21% | 4% | 5% | 1% | 8% | -1%
O=c1cnnc(Nc2cccc(C(F)(F)F)c2)[nH]1 | ? | 2% | -2% | 0% | -2% | 1%
Cc1ccc(OCC(=O)N2CCN(C(=O)c3ccco3)CC2)cc1 | -4% | 19% | -1% | 0% | 0% | nt
COCC(N)(c1ccccc1)c1nc2ccccc2n1C (stereo not given) | ? | 11% | nt | -2% | 0% | 4%
O=C(Cc1ccccc1[N+](=O)[O-])NC1CC2CCC1C2 (stereo not given) | ? | ? | 3% | -2% | -9% | 4%
CCN(CC)c1ccc(CNc2nc3ccccc3n2CC)cc1 | 3% | ? | 22% | -7% | 4% | 6%
Cc1cc(Cl)ccc1OCc1nnc2n1CCCCC2 | 17% | 6% | 56%[activator] | -3% | 14% | 6%
Cc1noc(/C=C/N(C)C)c1S(=O)(=O)N1CCCC(C(=O)NC2CCCCC2C)C1 (stereo not given) | -6% | -6% | nt | 0% | 2% | -1%
O=c1[nH]cccc1-c1nc2ccccc2n1Cc1cccc(Cl)c1 | ? | 2% | ? | 5% | -5% | -32%
COc1ccccc1-c1sc2ccccc2c1-c1ccc2c(c1)OCCO2 | ? | ? | ? | -5% | nt | -38%
CC1=C(/C=C/C(C)=N\NC(=O)c2ccncc2)C(C)(C)CCC1 | 47%[activator] | -4% | 13µM* | -3% | -5% | -2%

Some of the entries so far, with values under each structure:
Values run as follows: Pf growth 96h, HCV inhibitor, Pf growth 48h, TbPYK inhibitor, LmPK inhibitor, Sm TGR block
> COc1ccc(C2=NOC(C(=O)Nc3ccc4c(c3)OCO4)C2)cc1 (stereo not given)
→ ?, -4%, -15%, -12%, -6%, -28%
> Cc1noc(/C=C/N(C)C)c1S(=O)(=O)N1CCCC(C(=O)NC2CCCCC2C)C1 (stereo not given)
→ -6%, -6%, nt, 0%, 2%, -1%

The listing continues:
SMILES | Pf growth 96h | HCV inhibitor | Pf growth 48h | TbPYK inhibitor | LmPK inhibitor | Sm TGR block
CCN(CC)S(=O)(=O)c1ccc(NC(=S)Nc2ccc(F)cc2)cc1 | 20% | 6% | -14% | 0% | 3% | -17%
O=C(Cc1nc(-c2ccc(Br)s2)cs1)NCCN1CCOCC1 | nt | -26% | ? | -2% | 1% | ?
O=C(NCCCN1CCOCC1)C(=O)NCC1OCCCN1S(=O)(=O)c1cc(F)ccc1F (stereo not given) | -22% | 14% | 9% | -10% | 4% | -16%
Cn1c(=O)c2c(nc(Br)n2CC(=O)C23CC4CC(CC(C4)C2)C3)n(C)c1=O | -3%[5.75 µM] | ? | 14% | 0% | 6% | -7%
COCCCn1c2nc3ccccc3nc2c2c(=O)n(Cc3ccc(Cl)cc3)cnc21 | 10% | 17% | ? | 0% | 5% | 1%
CC(C)C(=O)N(Cc1ccccc1)S(=O)(=O)c1ccc2c(c1)oc(=O)n2C | ? | -11% | -13% | -8%&8% | -11% | 8%&-2%
COC(=O)Cc1ccc(NC(=S)NCCC(C)C)cc1 | -23% | 6% | 12% | -3% | 2% | -21%
COc1cccc(-c2cc(=O)[nH][nH]2)c1 | 29% | 21% | 27% | 0% | 10% | 6%
Cc1[nH]c2ccc(OC(F)(F)F)cc2c1CCNCc1ccc(Cl)cc1 | ? | ? | ? | 6% | -10% | -16%
O=C(Nc1ccccc1Cl)N1CCSc2ccccc21 | -11% | -5% | 1.5µM* | 7%&0% | 6% | 3%&2%
COc1ccc(NS(=O)(=O)c2ccc(N3CCCCC3)c(N)c2)cc1 | ? | 2.8µM* | -23% | 6% | nt | 4%

Single values from the entries so far:
Cn1c(=O)c2c(nc(Br)n2CC(=O)C23CC4CC(CC(C4)C2)C3)n(C)c1=O in Sm TGR block = -7%
Cc1[nH]c2ccc(OC(F)(F)F)cc2c1CCNCc1ccc(Cl)cc1 in Sm TGR block = -16%
O=C(NCCCN1CCOCC1)C(=O)NCC1OCCCN1S(=O)(=O)c1cc(F)ccc1F (stereo not given) in Pf growth 48h = 9%
CC(C)C(=O)N(Cc1ccccc1)S(=O)(=O)c1ccc2c(c1)oc(=O)n2C in TbPYK inhibitor = -8%&8%
COC(=O)Cc1ccc(NC(=S)NCCC(C)C)cc1 in Pf growth 48h = 12%
